Screens: PubChem BioAssay, several laboratories
Thrombin inh: blocks human thrombin protease activity | inhibition, % at 5 µM | P00734 | 220,000 compounds, 0.26% hits | alpha-thrombin, Boc-VPR-AMC fluorogenic substrate cleavage;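 active means inhibition at or above 40%; inactive means inhibition below 40%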;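 further: 0% = enzyme with no compound and 100% = wells without enzyme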
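Material: human alpha-thrombin enzyme / Medium: pH 7.5 Tris (50 mM) with NaCl 150 mM, Tween 20 0.05% / Compound: single-point dosing at 5 µM, 0.2% DMSO / Incubation: enzyme reaction carried out at room temperature / Detection: AMC fluorescence, 355/460 nm / Read-out basis: percent inhibition scaled between no-compound controls and no-enzyme blanks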
KCC2 mod: modulates chloride dependent transport by human KCC2. AID 1456. Q9H2X9. 190,000 compounds, 2.2% hits. KCC2 cells, thallium flux FluoZin-2 fluorescence. B-score of Tl+ flux slope (higher = more flux/activation; lower = inhibition) at 10 µM;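 active means thallium flux slope and its plate-corrected score both differing from the plate sample mean at a set confidence after two filtering rounds, in either direction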;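 further: slope of fluorescence scaled to starting intensity during 10 to 20 s after thallium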
m-calpain inh: inhibitors of pig calpain II. purified calpain II, fluorogenic peptide substrate, 30 min. inhibition, % at 16 µM. 220,000 compounds, 0.37% hits. AID 1236;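 active means inhibition above about 50%, limit read from the data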
PERK inhibitor: inhibitors of human PERK kinase; Q9NZJ5; CHO PERK-DD fusion, SEAP luminescence translation reporter; inhibition, % at 5.6 µM; 220,000 compounds, 0.17% hits; AID 1416;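 active means inhibition above the mean inhibition of all tested compounds plus 3 SD, set separately per screening campaign, cut at about 2.9% in these data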;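 further: PERK kinase domain activated by AP20187 dimerizer at 100 nM; 0% = DMSO with dimerizer and 100% = rapamycin at 8.4 µM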
FXIa inh 1536: inhibitors of human coagulation factor XIa. P03951. purified FXIa, Boc-Glu-Ala-Arg-AMC fluorogenic substrate. inhibition, % at 5 µM. 220,000 compounds, 0.14% hits. AID 798;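 active means inhibition of at least 40%; inactive means inhibition below 40%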;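 further: fluorescence of freed AMC excited at 355 nm; 0% = enzyme without compound and 100% = no enzyme blank; many of its hits are not listed in these tables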
FXIIa inh: factor XIIa (human) inhibition; 220,000 compounds, 0.3% hits; P00748; AID 800; purified FXIIa, Boc-QGR-AMC fluorogenic substrate, 2 h; inhibition, % at 5 µM; in the data active means inhibition above about 40%;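 further: 0% = enzyme with no compound and 100% = blank without enzyme; many of its hits are not listed in these tables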
Target sequence (P00748 20-372 limits assumed): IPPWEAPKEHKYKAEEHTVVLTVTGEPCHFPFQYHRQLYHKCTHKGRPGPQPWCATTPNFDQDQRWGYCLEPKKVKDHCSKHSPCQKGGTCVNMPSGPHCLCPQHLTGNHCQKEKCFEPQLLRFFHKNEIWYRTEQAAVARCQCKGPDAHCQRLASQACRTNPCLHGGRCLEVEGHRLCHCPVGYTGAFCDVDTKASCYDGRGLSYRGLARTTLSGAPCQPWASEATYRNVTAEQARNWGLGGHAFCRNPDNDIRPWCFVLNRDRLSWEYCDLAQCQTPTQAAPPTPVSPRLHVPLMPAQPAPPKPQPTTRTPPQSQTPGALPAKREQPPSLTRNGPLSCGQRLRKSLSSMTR
Target sequence (P00748 373-615 limits assumed): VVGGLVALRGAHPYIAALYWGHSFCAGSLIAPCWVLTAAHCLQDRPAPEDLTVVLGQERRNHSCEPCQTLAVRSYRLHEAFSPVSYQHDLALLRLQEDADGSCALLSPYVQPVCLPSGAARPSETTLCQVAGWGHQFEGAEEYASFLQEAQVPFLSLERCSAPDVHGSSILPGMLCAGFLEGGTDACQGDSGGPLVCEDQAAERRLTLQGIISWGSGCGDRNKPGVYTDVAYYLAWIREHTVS
hK5 inh: kallikrein 5 (human) inhibition; recombinant hK5, fluorogenic AMC substrate cleavage; Q9Y337; 210,000 compounds, 0.59% hits; inhibition, % at 5 µM; AID 873;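 active means inhibition of 40% or more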;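 further: 0% = enzyme controls without compound and 100% = no-enzyme blanks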
Target sequence (Q9Y337 67-293 limits assumed): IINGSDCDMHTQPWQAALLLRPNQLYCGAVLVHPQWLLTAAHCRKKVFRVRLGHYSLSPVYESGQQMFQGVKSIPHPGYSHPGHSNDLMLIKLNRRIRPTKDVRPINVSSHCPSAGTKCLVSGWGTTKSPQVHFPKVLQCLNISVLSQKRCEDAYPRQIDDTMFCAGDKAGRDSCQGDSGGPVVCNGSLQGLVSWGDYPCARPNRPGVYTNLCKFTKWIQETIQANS
Rad51 HR inh: blocks human Rad51 in homologous recombination. inhibition, % at 10 µM. 200,000 compounds, 0.085% hits. hRad51 DNA strand exchange, fluorescence dequenching;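 active means inhibition above 40% at the single screening dose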;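 further: 0% = DMSO control wells and 100% = blanks with heterologous ssDNA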
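System: hRad51 filaments on single-stranded DNA; reagent: Fluorescein- and BHQ1-tagged 47-mer duplex; compound dosing: one concentration, 10 µM final; timing: filaments 15 min 37 °C, then compound 30 min; measured by: fluorescein emission 520 nm, excitation 485 nm; benchmarks: per-plate controls and blanks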
Furin inh: human furin inhibition; P09958; 220,000 compounds, 0.061% hits; purified furin, fluorogenic substrate cleavage; inhibition, % at 30 µM; in the data active means inhibition above about 25%; further: inactives centre near -15
* marks the source's active call; other numbers are inactive results; x = not tested or not shown; [ ] = dose if it differs, or a comment.

no.	SMILES	Thrombin inh	KCC2 mod	m-calpain inh	PERK inhibitor	FXIa inh 1536	FXIIa inh	hK5 inh	Rad51 HR inh	Furin inh
1	Cc1cnc(NC(=O)CSc2c(Cl)cccc2Cl)s1	2	-0.047	-2	-1.1	-3	5	-2	4	-17[20 µM]
2	OCC(Cc1ccc2c(c1)OCO2)C(CO)Cc1ccc2c(c1)OCO2 (centres undefined)	4	-0.68	4	x	3	7	2	-7	-18
3	CCOC(=O)c1cnc2ccc(C(=O)OC)cc2c1Nc1ccc(C(=O)O)cc1	-9	-1	-21	1.0	1	6	6	14	-37
4	COc1ccc(/C=C/C(=O)Nc2nc(C)c(C(=O)N(C)C)s2)cc1OC	1	0.38	-19	-0.7	5	13	-7	x	-2
5	Cn1ccnc1Sc1ccc(C(N)=O)cc1[N+](=O)[O-]	-4	1.1	-26	0.7	-3	10	-3	3	-23
6	O=C(Nc1ccccn1)NC1CCS(=O)(=O)C1 (centres undefined)	-1	0.78	-3	-0.2	4	12	-20	6	-18
7	COc1ccc(C(=O)Nc2cc(C)nc3ccccc23)cc1OC	-4	-0.21	-1	-1.2	-4	7	5	-2	-8[20 µM]
8	CC(c1ccc(F)cc1)n1c(-c2cccs2)n[nH]c1=S (centres undefined)	33	5.2*	-38	0.1	35	x	71*	-7	3
9	CCS(=O)(=O)N1CCN(c2ccc(S(=O)(=O)N3CCOCC3)cc2)CC1	-10	0.054	-12	0.3	-6	3	-3	5	-17
10	O=C(c1ccc(Cn2cc(Br)cn2)cc1)N1CCN(c2ccccc2)CC1	3	x	-33	-1.3	-6	16	-18	6	-27[20 µM]
11	O=C(c1cccc([N+](=O)[O-])c1)N1CCN(c2n[nH]c(=O)[nH]c2=O)CC1	1	-0.38	-3	1.1	0	8	0	11	-25
12	O=C(NC1CCCCC1)N1CCCCCCC1	0	-0.63	-8	0.5	6	15	4	-8	-16
13	CC(=O)OC(C(=O)NCCN1CCOCC1)c1c(F)cccc1F (centres undefined)	-1	x	5	1.1	1	11	16	x	-21
14	COc1ccc2c(c1)CCc1c(C(=O)N3CC4(C)CC3CC(C)(C)C4)noc1-2 (centres undefined)	-5	0.39	26	0.9	0	1	-9	1	-31[20 µM]
15	N#Cc1nc(COc2ccccc2)oc1NCCCn1ccnc1	7	-0.61	22	0.2	1	12	-4	x	-11[20 µM]
16	CSc1ccc(Cl)c(C(=O)NCCOc2ccccc2)c1	-5	-2	-27	2.1	-10	6	-8	-1	-11[20 µM]
17	O=C(Cn1nnc2ccccc2c1=O)N[C@@H](Cc1ccccc1)C(=O)O	2	0.069	3	0.5	0	7	-2	5	-8
18	C=CCOc1cccc(C2C(C(=O)c3ccco3)=C(O)C(=O)N2CCN2CCOCC2)c1 (centres undefined)	-1	0.75	10	0.3	1	17	0	-7	-15
19	COc1ccc(NC(=O)C2C3CC/C=C\CCC32)cc1 (centres undefined)	3	-0.24	-7	1.0	2	9	-1	2	-8
20	Cc1nc2ccc(S(=O)(=O)NC(C(=O)NC3CCCC3)C(C)C)cc2s1 (centres undefined)	-7	x	10	0.7	-15	0	-6	6	-8
21	CS(=O)(=O)N1CCN(c2ccccc2NC(=O)c2ccc(-c3ccc(Cl)cc3Cl)o2)CC1	-10	-0.65	-75	-1.4	-2	1	4	3	-25[20 µM]
22	COc1ccc(CCNC(=O)CSc2nc(O)cc(=O)[nH]2)cc1OC	4	0.35	-26	0.6	2	9	2	6	-22
23	CCCCN1CCc2c([nH]c3c(C)cccc23)C1=O	-2	-0.79	-7	0.7	0	2	-6	4	-21
24	Cc1cccnc1N(C(=O)Nc1ccccc1)C1=NCC(C)(C)S1	-11	-1.6	-4	-0.8	-8	-1	-26	-9	-7
25	Cc1ccc(-c2csc3ncn(CC#N)c(=O)c23)cc1	-3	0.22	-25	0.7	-5	2	-6	x	-20
26	CCOc1ccc(N/C(C)=C/C(=O)c2ccc3c(c2)OCCO3)cc1	2	0.00044	40	0.6	5	4	-8	16	-9
27	COc1cc(NC(=O)c2c(F)cccc2F)c(Cl)cc1Cl	1	0.74	2	-0.9	2	13	-7	14	-28
28	Cc1ccc(C(=O)/C=C/c2cn(CC(O)CN3CCOCC3)c3ccccc23)cc1 (centres undefined)	-1	3.8	-52	-0.4	7	6	-6	-55	-5
29	CCCC(C)NC(=O)COc1ccc(S(=O)(=O)N2CCCC2)cc1 (centres undefined)	2	x	8	-0.1	1	9	3	3	-22
30	O=C(C1CCN(C2CCN(Cc3ccc4c(c3)CCO4)CC2)CC1)N1CCOCC1	-4	x	1	2.1	0	5	x	25	-23
31	COc1cc(C(=O)OC(C)C(=O)Nc2ccc3c(c2)OCO3)ccc1OCc1c(C)noc1C (centres undefined)	-1	x	23	-0.1	-2	8	0	5	-2[20 µM]
32	O=[N+]([O-])c1c(NCCO)cc(N2CCC3(CC2)OCCO3)c2nonc12	-2	-0.24	-4	0.9	6	21	-9	11	13
33	Cc1cc(C)c(C#N)c(SCC(=O)C2CC2)n1	-9	0.058	-28	-0.5	-2	2	-3	x	-8
34	CNS(=O)(=O)c1cc(C(=O)NCc2ccco2)ccc1Cl	-1	0.062	-13	-0.3	-14	11	2	10	-13[20 µM]
35	COc1ccccc1NC(=O)CN(c1ccc(C)cc1)S(=O)(=O)c1c(C)n[nH]c1C	5	x	-14	-0.7	1	12	-2	4	-19
36	COc1cccc(CN(C)C(=O)c2ccc(S(=O)(=O)N3CCCC3)cc2)c1OC	-10	0.67	-16	0.2	-3	19	-13	1	-20
37	COc1ccc2sc(NC(=O)c3ccco3)nc2c1	2	0.064	16	-1.1	2	0	4	-2	3
38	COc1cc(NC(=O)c2ccc(CNc3c(N4CCOCC4)c(=O)c3=O)cc2)cc(OC)c1	-12	0.19	-13	0.2	-6	8	-34	-12	-24
39	O=C(N/N=C/c1c(Cl)[nH]c2ccccc12)c1sc2ccccc2c1Cl	-6	0.32	-71	0.2	11	18	-2	8	-16
40	CCN1CCN(C(=S)Nc2cccc([N+](=O)[O-])c2)CC1	4	-0.75	2	0.3	-19	7	-5	0	-27
41	FC(F)(F)c1cccc(N2CCN(c3ccc4nnc(-c5ccccc5)n4n3)CC2)c1	3	0.38	-54	0.7	1	13	2	-11	-14
42	O=C(NN1C(=O)c2ccccc2NC1c1cccnc1)c1ccc([N+](=O)[O-])cc1 (centres undefined)	5	-0.024	26	0.6	-1	23	-11	25	-11
43	CCOc1ccccc1OCCOc1ccccc1OC(C)C	1	-1.3	17	-0.5	2	11	-11	-4	-12[20 µM]
44	COc1ccccc1C(c1nnnn1CC1CCCO1)N1CCN(c2ccccc2)CC1 (centres undefined)	-12	-3.2	28	-0.5	4	6	6	-9	-7
45	Cc1ccc(NC(=S)NN2CCOCC2)c(C)c1	3	0.35	-29	1.3	5	14	6	8	-3[20 µM]
46	CCCCC(=O)Nc1nnc(C)s1	-2	0.14	-6	0.9	-2	6	-9	0	-18
47	Cc1ccc(C)c(OCC(=O)NCCN(C)C)c1	7	0.18	-6	0.7	11	25	1	38	-14[20 µM]
48	CC(C)(C)C(=O)CSc1nc2c(c(-c3cccs3)c1C#N)CCC2	-4	-0.26	2	-0.2	9	11	-8	-4	-11
49	COC(=O)c1sc(-c2ccc(Cl)cc2)cc1NC(=O)CSCC(=O)O	-5	-2.4	5	0.7	-5	8	-1	1	-8
50	CN(C)C=NC(=O)c1cc(C(=O)c2ccc(Cl)cc2)c[nH]1	-1	-0.41	-12	-0.3	1	7	4	4	-25

Sorted by the number under m-calpain inh (lowest first): 3 of the compounds above.
item	compound	Thrombin inh	KCC2 mod	m-calpain inh	PERK inhibitor	FXIa inh 1536	FXIIa inh	hK5 inh	Rad51 HR inh	Furin inh
34	CNS(=O)(=O)c1cc(C(=O)NCc2ccco2)ccc1Cl	-1	0.062	-13	-0.3	-14	11	2	10	-13[20 µM]
50	CN(C)C=NC(=O)c1cc(C(=O)c2ccc(Cl)cc2)c[nH]1	-1	-0.41	-12	-0.3	1	7	4	4	-25
29	CCCC(C)NC(=O)COc1ccc(S(=O)(=O)N2CCCC2)cc1 (centres undefined)	2	x	8	-0.1	1	9	3	3	-22

(further entries)
no.	SMILES	Thrombin inh	KCC2 mod	m-calpain inh	PERK inhibitor	FXIa inh 1536	FXIIa inh	hK5 inh	Rad51 HR inh	Furin inh
51	CCc1ccccc1Nc1nc(N)nc(COC(=O)c2cccn2C)n1	3	-5.6*	17	-1.4	3	8	-1	8	-1
52	Cc1cccc(N2C(=O)C(Cl)=C(Nc3c(C)n(C)n(-c4ccccc4)c3=O)C2=O)c1C	-5	x	-13	0.3	1	9	-31	-1	-14[20 µM]
53	O=C(CN1C(=O)CCC1=O)Nc1nc2c(F)cc(F)cc2s1	x	0.95	x	1.0	x	x	x	3	-33
54	Cc1cc(C)n2nc3nc(N4CCCC4)nc(-c4ccccc4)c3c2n1	-4	-0.32	-349	0.1	1	6	-12	-2	-17
55	Cc1cc(C)c2cccc(NC(=S)NC(=O)c3ccccc3)c2n1	-2	0.57	25	0.8	1	15	-15	x	-12[20 µM]
56	CCn1nc(NC(=O)c2ccco2)c2cc3cc(C)ccc3nc21	-6	-0.86	-119	0.4	2	2	-8	-10	-21
57	COc1ccc(Sc2nnc(Cc3ccccc3)c3ccccc23)cc1	-10	-1.4	5	0.8	0	-12	4	3	-22[20 µM]
58	COc1ccc(C)cc1-n1nnnc1SCc1nc2ccccc2s1	-3	-4.1	1	-0.5	-2	8	4	x	2
59	CC1=Nc2ccc3ccccc3c2C1(C)C	x	-1.2	-10	-0.1	-1	8	-5	-153	-9
60	COc1ccc(C(=O)NC2CCN(CC(=O)Nc3cccc(C)c3)CC2)cc1OC	-2	0.36	-19	-1.7	4	12	-3	8	-7[20 µM]
61	O=C(c1cc(-c2ccccc2)on1)N1CCCC1	0	0.29	-10	1.1	0	19	-16	6	-4[20 µM]
62	O=C(CCNC(=O)c1ccc([N+](=O)[O-])cc1)Nc1ccc(N2CCOCC2)cc1N1CCOCC1	-1	-0.9	-4	2.0	-1	11	-1	7	-28
63	COC(=O)Cc1c[nH]c2cccc(OCC(O)CN(Cc3ccc([N+](=O)[O-])cc3)C(C)(C)C)c12 (centres undefined)	1	-0.97	-1	-0.6	4	15	-15	2	-15[20 µM]

A portion of the library, so the mix of outcomes need not match the whole.
